# Screens deposited in PubChem by several laboratories.
# ABCB6 inh MLPCN: inhibitors of human ABC transporter ABCB6. 360,000 compounds, 0.19% hits. fluorescence ratio to DMSO, % at 10 µM. K562-ABCB6 porphyrin accumulation, flow cytometry, 1 h; hits give low values. Q9NP58;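 active = fluorescence ratio to DMSO below 75%, the collection mean minus 3 SD; inconclusive = too few cells collected in the well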;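 also: signal is porphyrin accumulated inside mitochondria; 100% equals median channel fluorescence of DMSO control wells; lower ratio means ABCB6 inhibition with less porphyrin fluorescence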
# ABHD5 PLIN5 PPI: inhibitors of human ABHD5-perilipin-5 interaction; Q00G26+Q8WTS1; Split G. princeps luciferase complementation, luminescence, 4 h; inhibition, % at 4 µM; 360,000 compounds, 0.78% hits;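 active = inhibition above the mean inhibition across every tested compound plus 3 SD, cut at about 22% in these data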;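 also: 0% = DMSO only wells and the 100% control is not disclosed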
# NOD2-RIPK2 inh: blocks binding of human NOD2 to RIPK2; O43353; CHO BLA complementation NOD2-RIPK2, CCF4 ratio; inhibition, % at 4.98 µM; 360,000 compounds, 0.38% hits; AID 624267; in the data active = inhibition above about 21%;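 also: 0% = vehicle only and 100% = reference blocker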
# N-glyco inh: blocks N-linked glycosylation in D54 reporter cells; D54 ERlucT glycosylation luciferase reporter, 24 h; percent of 100 nM tunicamycin response; reporter increase, % at 12.5 µM; 360,000 compounds, 0.23% hits; AID 588692;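 active = mean luciferase reporter signal, scaled so untreated is 0 and the glycosylation-blocking control 100, at or above a set limit in every replicate; inconclusive = mean reaches the limit but not every replicate does; inactive = mean below the limit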;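 also: luciferase carries N-glycosylation sites so blocking glycosylation raises the light; 0% = median of neutral control wells and 100% = median of 100 nM tunicamycin wells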
# aDG glyco act: increases alpha dystroglycan glycosylation; Pro5-aDG cells, alpha-DG glycosylation AlphaScreen (IIH6); 0% Pro5, 100% B10-LARGE cell signal; activation, % at 10 µM; 360,000 compounds, 0.22% hits; AID 624168;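 active = activation of at least 8% versus controls, or a plate z-score of at least 8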;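 also: Pro5 are CHO cells carrying HIG-tagged alpha-DG that lacks glycosylation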
# Vif inh: blocks HIV Vif function. HEK293T cells, Vif self-association by quenched fluorescence, imaging, 24 h. inhibition, % at 7.49 µM. 340,000 compounds, 0.35% hits; in the data active = inhibition above about 50%, passing the limit was not always enough; inconclusive = no clear call, values can overlap the other calls; inactive = below about 31%; also: some results filed as inactive read as strong as hits
# MC4R barr agon: agonists of human melanocortin 4 receptor (MC4R) beta-arrestin. 360,000 compounds, 0.98% hits. U2OS MC4R beta-arrestin complementation, luminescence; percent of melanotan II response, DMSO zero. activation, % at 8.9 µM;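 active = activation above a per-plate cutoff, the mean activation of sample wells on that plate plus 3 SD, cut at about 8% in these data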
# Granule exo inh: blocks lytic granule exocytosis; AID 651702; 360,000 compounds, 0.66% hits; TALL-104 LAMP-1 surface exposure, flow cytometry; cells stimulated with thapsigargin and PMA; inhibition, % at 10 µM;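 active = inhibition above about 55%, limit read from the data; inconclusive = no clear call, values can overlap the other calls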
# TLR9-MyD88 block: inhibitors of human TLR9-MyD88 binding; Q9NR96+Q99836; CHO BLA complementation TLR9-MyD88, CCF4 FRET ratio; AID 504734; 340,000 compounds, 0.21% hits; inhibition, % at 4.98 µM;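 active = inhibition above the mean over all tested compounds plus 3 SD, cut at about 21% in these data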;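 also: 0% = DMSO only wells and 100% = clavulanate BLA inhibitor control wells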
# MC4R antagonist: human MC4R antagonism in cAMP assay; P32245; 360,000 compounds, 0.48% hits; AID 540295; MC4R-expressing cells, MTII-stimulated cAMP, LANCE TR-FRET; inhibition, % at 6.5 µM;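 active = inhibition above its plate's cutoff, the mean of tested wells on that plate plus 3 SD, cut at about 29% in these data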;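 also: 0% = Melanotan II alone and 100% = Melanotan II plus saturating MCL0020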
#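 Material: U2OS-MC4R stable cell line | Reagent: Melanotan II challenge after compound preincubation | Doses: One concentration, 6.5 µM nominal | Incubation: 30-min compound preincubation, 1-h Melanotan II challenge, 1-h detection, room temperature | Signal: TR-FRET cAMP assay | Replicates: One well per compound, no replicates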
# An asterisk follows results filed as active; ? = inconclusive; nt = no result given.
SMILES,ABCB6 inh MLPCN,ABHD5 PLIN5 PPI,NOD2-RIPK2 inh,N-glyco inh,aDG glyco act,Vif inh,MC4R barr agon,Granule exo inh,TLR9-MyD88 block,MC4R antagonist
CCNC(=O)COC(=O)c1cc(=O)[nH]c2ccccc12,99,-4,-14,2,-0.1,-4,-2.8,-2,-3,-1
CCC(C)(C)NC(=O)C(c1ccc(F)cc1)N(Cc1ccc(OC)cc1)C(=O)c1cnccn1 (configuration not stated),103,-4,-8,-2,0.1,-6,1.7,-2,nt,11
Cc1ccccc1OCc1nnc(SCC(=O)Nc2ccc3c(c2)OCO3)n1C,94,4,-1,-1,0.1,?,-2.3,-5,0,-3
C=CC[C@@H](CC(=O)N[C@@H](CO)Cc1ccccc1)C(=O)NCCOC(=O)[C@@H](CC=C)Cc1ccc(F)cc1,96,2,1,1,0.2,-11,0.5,-3,9,4
O=S(=O)(Nc1nc2ccc(S(=O)(=O)N3CCCCC3)cc2s1)c1ccccc1,103,-4,-4,0,0.8,8,-1.1,2,-7,7
O=C(COc1ccc(/C=N/NC(=O)C(=O)N2CCCCCC2)cc1)Nc1ccccc1Cl,99,1,-8,-2,-0.3,-13,-1.2,-4,5,10
CCOc1cccc(=O)c2c(C)n(CC(=O)c3ccccc3)c(C)c12,110,9,0,-3,0.0,-5,-1.1,-4,6,5
CCc1nnc(NC(=O)c2ccc(S(=O)(=O)N(C)Cc3ccccc3)cc2)o1,103,4,-1,2,0.6,-6,-1.1,0,3,-2
COc1ccc(S(=O)(=O)Nc2ccc(Cc3ccncc3)cc2)cc1C,94,-2,-5,-3,1.3,-22,-1.5,4,-8,8
C/C(=N\NC(=O)c1nn(C)c(C)c1Br)c1ccc(NC(=O)c2ccccc2F)cc1,101,3,-21,-2,0.2,0,-1.4,-4,-5,27
CN(/N=C/Cc1nnnn1-c1ccc(Cl)cc1)c1ccccc1,98,3,-5,-2,-0.2,10,-2.8,4,-8,5
O=C(CSc1nncn1-c1cccnc1)Nc1cccc([N+](=O)[O-])c1,98,0,7,0,-0.1,1,-0.1,5,-9,-3
CNC(=O)CN1C(=O)NC(Cc2c[nH]c3ccccc23)C1=O (configuration not stated),103,6,-5,2,0.1,-2,1.4,9,-4,12
Cc1sc2ncnc(NCC3(N4CCOCC4)CCCCC3)c2c1C,92,-3,5,1,0.1,-15,-1.6,-2,-7,5
CS(=O)(=O)Nc1cccc(C2=NN(C(=O)c3cccc(F)c3)C(c3cccs3)C2)c1 (configuration not stated),93,-6,2,-2,-0.2,nt,-0.6,-3,-2,-2
O=C(C[n+]1ccc(C(=O)NCCCO)cc1)c1cccc(Br)c1,99,6,6,1,0.1,5,-0.7,-7,7,16
CC(C)[C@@H](CSc1ccccc1)N1CCN(Cc2ccccc2)CCC1=O,101,6,-13,-5,0.9,1,-0.2,3,-7,12
COc1ccc(N2CCN(C(=O)c3ccc(Cl)c(S(=O)(=O)N4CCCC4)c3)CC2)cc1,99,4,-5,-1,0.1,-18,-1.6,0,-3,7
Cc1ccc(/C=C(\C#N)C(=O)Nc2ccccn2)o1,96,1,0,-5,0.1,6,-2.5,-1,-1,-11
Cc1cccc(NCC(=O)NNC(=S)Nc2ccccc2)c1,100,-9,0,1,0.0,5,-4.0,-1,2,1
CC(Oc1cc(Cl)ccc1Cl)C(=O)N/N=C\c1ccnn1C (configuration not stated),105,0,9,-1,-0.1,1,0.2,-9,-11,10
Cc1cc(NS(=O)(=O)c2ccc(NC(=O)c3ccc(Br)o3)cc2)nc(C)n1,90,4,-4,0,0.5,-4,0.6,-2,-8,19
CN(C)c1ccc(NC(=S)N2CCN(c3ncc(C(F)(F)F)cc3Cl)CC2)cc1,99,-11,-10,-3,0.2,2,-0.2,12,-3,3
CCN1C(=O)C(CC(=O)Nc2ccc(OC)cc2)N(CCc2ccccc2F)C1=S (configuration not stated),95,-4,9,1,0.1,1,0.8,5,-8,12
COC(=O)C(CSCc1ccccc1)NC(=O)CSc1nc(C)cc(=O)[nH]1 (configuration not stated),102,2,-8,2,0.1,9,-0.9,1,nt,6
COc1ccccc1/C=C/C(=O)OCC(=O)N1CCc2ccccc21,101,-16,2,2,-0.2,-13,-1.5,2,-5,-2
CCC(C)(C)C1CCc2c(sc(N)c2C(N)=O)C1 (configuration not stated),101,-14,-4,-2,2.0,-7,-0.7,0,-6,-1
CCC(=O)Nc1nc2ccc(NC(C)=O)cc2s1,97,4,-11,1,0.1,-3,0.6,0,-4,4
CCOC(=O)c1c(NC(=O)c2cccs2)sc(C(=O)N2CCOCC2)c1C,96,-3,4,-1,0.0,1,-1.6,-3,-3,-2
Cc1ccc(Nc2cc(C(=O)NCCCN3CCOCC3)c3ccccc3n2)c(C)c1,103,-4,-2,0,0.0,5,-3.4,-3,-1,5
Cn1c(=O)c2c(ncn2CC(=O)OCC(=O)c2ccc(OC(F)F)cc2OC(F)F)n(C)c1=O,101,3,-7,0,0.1,nt,-0.9,3,5,16
COc1ccc(CCNC(=O)CN(Cc2ccc(Cl)cc2)S(C)(=O)=O)cc1,101,-4,2,0,0.0,-4,0.1,11,-1,6
Cc1cc(C)c2c(CN3CCN(c4ccccc4F)CC3)cc(=O)oc2c1,84,-5,-2,-1,0.3,nt,nt,-4,nt,nt
O=[N+]([O-])c1ccc(CN2CCCCCC2)cc1,97,2,-7,3,-0.1,-12,0.3,-2,-15,8
Cc1c(NC(=O)COC(=O)CCc2c[nH]c3ccccc23)c(=O)n(-c2ccccc2)n1C,95,-2,4,2,-0.1,-4,-2.1,0,-7,-3
O=C(CN1C2CCCC1CC(NC(=O)c1ccccc1)C2)Nc1ccccc1 (configuration not stated),91,-1,-8,-2,0.0,-1,1.1,0,11,5
O=C1CCCC(O)=C1N=Nc1ccc2ncsc2c1,104,-5,-6,8,0.5,-2,-1.4,1,9,-22
O=C(Nc1ccc(C(=O)N2CCN(c3ccccc3)CC2)cc1)C1=CSCCO1,103,-1,-26,2,0.0,-5,-0.1,4,1,15
CCOC(=O)C1CCN(S(=O)(=O)c2ccc(Cl)cc2)CC1,98,5,-23,2,0.0,5,0.2,-5,-2,7
O=C1C2C3CCCC3=C3CCCC3C2C(=O)N1c1ccc(Cl)cc1 (configuration not stated),96,-7,-5,0,-0.2,-2,-1.6,2,4,1
Cc1ccc2nc(-c3ccco3)c(CC(C)(C)C)n2c1,110,3,-7,-1,-0.1,nt,nt,-1,nt,nt
Nc1nn(S(=O)(=O)c2ccccc2)cc1-c1cccc([N+](=O)[O-])c1,104,-4,4,2,0.4,-5,-3.0,9,-11,9
COc1ccc(CN(C)CCCn2cnc3c(OC)ncnc32)cc1OC,97,-1,-2,2,0.0,nt,-0.2,-1,8,0

# Structural class, the entries above containing an aryl methoxy group (7)
SMILES,ABCB6 inh MLPCN,ABHD5 PLIN5 PPI,NOD2-RIPK2 inh,N-glyco inh,aDG glyco act,Vif inh,MC4R barr agon,Granule exo inh,TLR9-MyD88 block,MC4R antagonist
CCC(C)(C)NC(=O)C(c1ccc(F)cc1)N(Cc1ccc(OC)cc1)C(=O)c1cnccn1 (configuration not stated),103,-4,-8,-2,0.1,-6,1.7,-2,nt,11
COc1ccc(S(=O)(=O)Nc2ccc(Cc3ccncc3)cc2)cc1C,94,-2,-5,-3,1.3,-22,-1.5,4,-8,8
COc1ccc(N2CCN(C(=O)c3ccc(Cl)c(S(=O)(=O)N4CCCC4)c3)CC2)cc1,99,4,-5,-1,0.1,-18,-1.6,0,-3,7
CCN1C(=O)C(CC(=O)Nc2ccc(OC)cc2)N(CCc2ccccc2F)C1=S (configuration not stated),95,-4,9,1,0.1,1,0.8,5,-8,12
COc1ccccc1/C=C/C(=O)OCC(=O)N1CCc2ccccc21,101,-16,2,2,-0.2,-13,-1.5,2,-5,-2
COc1ccc(CCNC(=O)CN(Cc2ccc(Cl)cc2)S(C)(=O)=O)cc1,101,-4,2,0,0.0,-4,0.1,11,-1,6
COc1ccc(CN(C)CCCn2cnc3c(OC)ncnc32)cc1OC,97,-1,-2,2,0.0,nt,-0.2,-1,8,0

# Not all compounds are listed; rates above refer to the full screens.
